Screens deposited in PubChem BioAssay by several laboratories.
Diaph act CS – diaphorase activation or chemical reduction counter-screen. activation factor at 20 µM. actives 0.005% (n = 190,000). Diaphorase/resazurin coupled assay, resorufin fluorescence, 16 min; stronger effect = higher value; 1 = vehicle wells, 0 = NADH-free wells. AID 1229;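 active = diaphorase activity raised at least twofold by the compound at 20 µM; inactive = activation factor below 2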
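Material: purified diaphorase enzyme from Clostridium kluyveri; Also added: 0.114 mM NADH and 0.1 mM resazurin, final amounts; Doses: single compound dose of 20 µM, 1% DMSO final; Times: 16 min enzyme reaction, ambient temperature; Detection: resorufin fluorescence, excitation 544 nm, emission 590 nm; Measure: increased resorufin signal from activators or reducing compounds.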
STAT1 act – increases IFN-gamma driven STAT1 reporter signal. actives 2.6% (n = 200,000). activation (% of control), % at 5.5 µM. NIH 3T3 STAT1-luciferase reporter, luminescence; 100% = IFN-gamma alone, no compound. AID 932;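 active = activation above the screen-wide mean activation plus 3 SD, cut at about 130% in these data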;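 note: raw ratio to IFN-gamma control signal so 100% means no change and 0% no light; values of inactives mirror those of a sister screen read the other way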
APP 5'UTR act – APP 5'UTR luciferase reporter activation. SH-SY5Y APP 5'UTR luciferase reporter, luminescence; zero percent = DMSO vehicle wells. activation, % at 2 µM. actives 1% (n = 190,000). AID 1276;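 active = activation above a set limit, based on mean plus 3 SD of controls, cut at about 140% in these data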; note: values of inactives mirror those of a sister screen read the other way
APP 5UTR inh – APP translation inhibition | actives 0.82% (n = 190,000) | AID 1285 | inhibition, % at 2 µM | SH-SY5Y APP 5'UTR-luciferase reporter, luminescence;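 active = inhibition above a set limit, derived from the sample mean plus 3 SD, cut at about 45% in these data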; note: values of inactives mirror those of a sister screen read the other way
Diaphorase inh – counter-screen for diaphorase-based assays: diaphorase inhibitors and chemical oxidizers. inhibition, % at 20 µM. actives 0.69% (n = 190,000). diaphorase resazurin-to-resorufin fluorescence, NADH, 16 min; bacterial (C. kluyveri) enzyme, not human. AID 1217;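 active = primary screen inhibition at 20 µM above a set limit, cut at about 50% in these data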;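 note: plate controls were DMSO with full reaction for no effect and wells lacking NADH for full effect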
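Test system: diaphorase enzyme from Clostridium kluyveri; amount: diaphorase at 0.14 U/mL in enzyme working solution; detection: fluorescence of resorufin formed from resazurin, Ex 544/Em 590 nm; times: reaction incubation of 16 min at room temperature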
TLR4 MyD88 comp – blocks binding of human TLR4 to MyD88; O00206+Q99836; HeLa CL3-4 TLR4/MyD88 BLA complementation, FRET ratio; actives 0.18% (n = 200,000); inhibition, % at 8.4 µM; in the data active = inhibition above about 25%;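 note: 0% = vehicle and 100% = reference inhibitor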
G6PDH CS – inhibits Leuconostoc G6PDH, flagging false hits in G6PDH-based assays; AID 1020; actives 0.12% (n = 200,000); inhibition, % at 5 µM; Purified L. mesenteroides G6PDH, diaphorase/resazurin coupled fluorescence, 45 min; in the data active = inhibition above about 50%
FLuc inh counter – Photinus pyralis luciferase inhibition counter-screen | P08659 | ATPLite firefly luciferase biochemical luminescence, 10 min | inhibition, % at 10 µM | actives 1.5% (n = 200,000);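 active = inhibition above about 50% when tested at 10 µM, limit read from the data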
FLuc act counter – affects firefly luciferase, flagging false hits in luciferase stimulation screens | ATPlite luciferase biochemical, luminescence, 10 min; 0 = ATP-free wells, 1 = DMSO control | activation factor at 10 µM | 200,000 tested, under 10 active | AID 1027;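 active = luciferase activation factor, scaled between plate controls, of at least 2 with compound at 10 µM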
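assay system = Luciferase/luciferin detection reagent, cell-free biochemical luciferase assay | also added = ATP substrate | times = 10 min post-reagent at room temperature | measured by = luminescence from luciferase reaction | measure = luciferase activation, seen as luminescence increase over controls | benchmarks = low control with PBS replacing ATP, high control enzyme plus ATP without compound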
NF-kB expr up – NF-kB expression increase, human neuronal cells. NF-kB reporter expression; stronger effect = higher value. fold change at 12.5 µM. actives 1.6% (n = 190,000); in the data active = fold change above about 3.3
Numbers without * were called inactive; nt = not tested or not shown.

1) COc1ccc(/C(C)=N/NC(=O)c2sccc2-n2cccc2)cc1
2) CCOC(=O)N1CCN(Cc2nc3ccc([N+](=O)[O-])cc3c(=O)n2-c2cccc(OC)c2)CC1
3) CC1=CC(C)(C)NC(=S)N1c1ccc2ccccc2c1
4) CCOC(=O)c1ccc(NC(=O)CC2C(=O)N(c3ccc(F)cc3)C(=O)N2CCC(C)C)cc1 (stereo unspecified)
5) COc1cccc(CNC(=O)C2CCN(S(=O)(=O)c3ccc4c(c3)CCC(=O)N4)CC2)c1
Compound,1,2,3,4,5
APP 5UTR inh,-8,14,1,1,13
STAT1 act,103,100,92,104,100
TLR4 MyD88 comp,-1,-5,-9,3,4
NF-kB expr up,1.3,1.5,1.1,0.89,1.2
FLuc inh counter,8,-6,-8,-5,-3
G6PDH CS,1,0,-5,-4,8
Diaph act CS,0.9,0.9,0.9,0.7,0.9
FLuc act counter,0.9,1.1,1.1,1.1,1
APP 5'UTR act,8,-14,-1,-1,-13
Diaphorase inh,7,10,6,27,14

Profiles, looked up by structure. Order of values: APP 5UTR inh, STAT1 act, TLR4 MyD88 comp, NF-kB expr up, FLuc inh counter, G6PDH CS, Diaph act CS, FLuc act counter, APP 5'UTR act, Diaphorase inh
COc1ccc(/C(C)=N/NC(=O)c2sccc2-n2cccc2)cc1 is listed with -8, 103, -1, 1.3, 8, 1, 0.9, 0.9, 8, 7
CC1=CC(C)(C)NC(=S)N1c1ccc2ccccc2c1 is listed with 1, 92, -9, 1.1, -8, -5, 0.9, 1.1, -1, 6

Next section.
6) COc1c2c(nc3occc13)C(CC=C(C)C)(OC)C(OC(C)=O)CC2 (stereo unspecified)
7) O=S(=O)(Nc1ccc(Cc2ccncc2)cc1)c1ccc(Cl)c(Cl)c1
8) COc1ccccc1OCCSc1nnc(C)n1-c1ccccc1
9) CC1CCC(NC(=O)C2c3ccccc3C(=O)N2Cc2ccc3c(c2)OCO3)CC1 (stereo unspecified)
10) COc1ccc2c(c1)-c1nc(NC(=O)c3ccco3)sc1CC2
Compound,6,7,8,9,10
APP 5UTR inh,-1,-10,3,-35,-54
STAT1 act,98,98,102,90,113
TLR4 MyD88 comp,-3,-7,-8,7,-1
NF-kB expr up,0.81,0.94,0.91,1.2,1.1
FLuc inh counter,-5,-3,-3,-4,2
G6PDH CS,10,-5,0,0,1
Diaph act CS,1,0.8,0.9,0.9,0.8
FLuc act counter,1,1,1,1,1
APP 5'UTR act,1,10,-3,35,54
Diaphorase inh,-2,20,12,12,19

11) Cc1nn2c(C(F)(F)F)c3c(nc2c1-c1ccccc1)CCC3
12) O=C(N/N=C\c1ccccn1)c1ccccc1O
13) O=[N+]([O-])c1ccc(N2CCN(CCO)CC2)cc1Sc1ccccn1
14) COC(=O)CNc1nc(Cl)nc(Nc2ccc(Cl)cc2)n1
15) COc1cccc(-c2ccc(C#N)c(SCC(=O)NCc3ccco3)n2)c1
Compound,11,12,13,14,15
APP 5UTR inh,20,16,-11,-11,-4
STAT1 act,95,107,96,110,96
TLR4 MyD88 comp,8,-8,3,-5,-5
NF-kB expr up,1.2,1.1,1.3,1,1.5
FLuc inh counter,-11,69*,-8,-8,-7
G6PDH CS,13,18,-1,9,7
Diaph act CS,0.9,0.9,0.9,1,0.8
FLuc act counter,1.1,0.3,1.1,1.1,1.1
APP 5'UTR act,-20,-16,11,11,5
Diaphorase inh,6,11,15,1,15

16) O=C(CSc1ncccc1C(=O)O)NC12CC3CC(CC(C3)C1)C2
17) CC1CCN(S(=O)(=O)c2ccc(NC(=O)Cc3cccs3)cc2)CC1
18) CCC(c1nnnn1C(C)(C)C)N(Cc1cccs1)Cc1cc2cc(C)c(C)cc2n2nnnc12 (stereo unspecified)
19) COc1ccc(COCC(O)CN2CCC(C(N)=O)CC2)cc1OC (stereo unspecified)
20) O=C(Nc1nccs1)c1ccc(N2C(=O)C3CCCCC3C2=O)cc1 (stereo unspecified)
Compound,16,17,18,19,20
APP 5UTR inh,-2,9,11,-18,-1
STAT1 act,98,97,95,101,128
TLR4 MyD88 comp,9,1,9,8,-8
NF-kB expr up,1,0.93,nt,1,1.6
FLuc inh counter,2,-7,nt,2,11
G6PDH CS,3,7,nt,0,16
Diaph act CS,0.9,0.8,nt,1,0.9
FLuc act counter,1,1.1,nt,1,0.9
APP 5'UTR act,2,-9,-11,18,1
Diaphorase inh,6,24,nt,3,10

In another format: results already given
entry | Structure | APP 5UTR inh | STAT1 act | TLR4 MyD88 comp | NF-kB expr up | FLuc inh counter | G6PDH CS | Diaph act CS | FLuc act counter | APP 5'UTR act | Diaphorase inh
8 | COc1ccccc1OCCSc1nnc(C)n1-c1ccccc1 | 3 | 102 | -8 | 0.91 | -3 | 0 | 0.9 | 1 | -3 | 12
9 | CC1CCC(NC(=O)C2c3ccccc3C(=O)N2Cc2ccc3c(c2)OCO3)CC1 (stereo unspecified) | -35 | 90 | 7 | 1.2 | -4 | 0 | 0.9 | 1 | 35 | 12
10 | COc1ccc2c(c1)-c1nc(NC(=O)c3ccco3)sc1CC2 | -54 | 113 | -1 | 1.1 | 2 | 1 | 0.8 | 1 | 54 | 19
11 | Cc1nn2c(C(F)(F)F)c3c(nc2c1-c1ccccc1)CCC3 | 20 | 95 | 8 | 1.2 | -11 | 13 | 0.9 | 1.1 | -20 | 6
12 | O=C(N/N=C\c1ccccn1)c1ccccc1O | 16 | 107 | -8 | 1.1 | 69* | 18 | 0.9 | 0.3 | -16 | 11
13 | O=[N+]([O-])c1ccc(N2CCN(CCO)CC2)cc1Sc1ccccn1 | -11 | 96 | 3 | 1.3 | -8 | -1 | 0.9 | 1.1 | 11 | 15
14 | COC(=O)CNc1nc(Cl)nc(Nc2ccc(Cl)cc2)n1 | -11 | 110 | -5 | 1 | -8 | 9 | 1 | 1.1 | 11 | 1
15 | COc1cccc(-c2ccc(C#N)c(SCC(=O)NCc3ccco3)n2)c1 | -4 | 96 | -5 | 1.5 | -7 | 7 | 0.8 | 1.1 | 5 | 15
16 | O=C(CSc1ncccc1C(=O)O)NC12CC3CC(CC(C3)C1)C2 | -2 | 98 | 9 | 1 | 2 | 3 | 0.9 | 1 | 2 | 6
17 | CC1CCN(S(=O)(=O)c2ccc(NC(=O)Cc3cccs3)cc2)CC1 | 9 | 97 | 1 | 0.93 | -7 | 7 | 0.8 | 1.1 | -9 | 24

(more compounds)
21) Cc1cc2oc(=O)c3c(c2cc1OC(=O)c1ccco1)CCCC3
22) CCc1c(O)nc(SCC(=O)N2CCOCC2)n(-c2ccccc2)c1=O
23) COc1ccc(N2CCN(C(CNC(=O)C(C)(C)C)c3cccnc3)CC2)cc1 (stereo unspecified)
24) CCC(C(=O)OCC(=O)Nc1cc(Cl)ccc1Cl)c1ccccc1 (stereo unspecified)
25) CN(Cc1ccccc1)C(=O)COC(=O)c1ccc(S(=O)(=O)N(C)C)cc1
Compound,21,22,23,24,25
APP 5UTR inh,-3,-14,-12,14,-18
STAT1 act,103,102,99,104,103
TLR4 MyD88 comp,4,-1,-9,-16,2
NF-kB expr up,1.1,1,1.1,1.2,0.88
FLuc inh counter,-5,-5,-1,-2,-6
G6PDH CS,2,3,5,-5,2
Diaph act CS,0.8,0.7,1,0.9,0.9
FLuc act counter,1,1.1,1,1,1.1
APP 5'UTR act,3,14,12,-14,18
Diaphorase inh,17,28,5,8,6

26) O=C(Cn1cnc2c(nnn2Cc2ccccc2)c1=O)c1ccc(Cl)cc1
27) CCOc1cc(-c2c(C#N)c(=O)[nH]c3c2c(C)nn3-c2ccc(F)cc2)ccc1O
28) CCCCc1nccn1CCn1ccnc1CCCC
29) Cc1nc2ccccn2c1-c1csc(Nc2cccc(O)c2)n1
30) COc1ccc(NC(=O)CSc2nc3sc(C)c(C)c3c(=O)n2Cc2ccco2)cc1
Compound,26,27,28,29,30
APP 5UTR inh,20,-1,-5,89*,-1
STAT1 act,102,102,101,87,94
TLR4 MyD88 comp,-12,2,-6,8,-3
NF-kB expr up,1.1,1.3,0.95,1.3,0.83
FLuc inh counter,-8,-6,-2,0,-3
G6PDH CS,7,15,31,29,6
Diaph act CS,1.1,1,0.9,nt,0.9
FLuc act counter,1.1,1.1,1,1,1
APP 5'UTR act,-19,1,5,-89,1
Diaphorase inh,-6,0,7,nt,9

31) CC1CC(C)(C)N2C(=O)C3(Nc4ccccc4S3)c3cccc1c32 (stereo unspecified)
32) O=C(CCC(=O)N(CC(=O)NC1CCCC1)Cc1ccc2c(c1)OCO2)Nc1ccccn1
33) Cc1cccc(OCC(=O)Nc2ccc(S(=O)(=O)N3CCCC3)cc2)c1
34) CCC12CN3CC(CC)(CN(C1)C31C(=O)N(C)c3ccc(C)cc31)C2=O (stereo unspecified)
35) CCOC(=O)CC(=O)CSCC(=O)Nc1ccc(C)cc1
Compound,31,32,33,34,35
APP 5UTR inh,-1,5,-2,0,-12
STAT1 act,95,98,96,nt,96
TLR4 MyD88 comp,3,-1,-11,nt,5
NF-kB expr up,0.87,1,0.47,0.93,1.3
FLuc inh counter,-5,-7,-3,-2,-6
G6PDH CS,7,7,1,7,-5
Diaph act CS,0.9,1.2,0.7,0.8,0.9
FLuc act counter,1.1,1.1,1,1,1.1
APP 5'UTR act,1,-5,2,0,13
Diaphorase inh,12,-17,26,16,7

36) COCCNC(=O)CSc1nc2ccccc2c(=O)n1CC1CCCO1 (stereo unspecified)
37) CCOc1ccc(/C(O)=C2/C(=O)C(=O)N(c3ncccn3)C2c2ccccc2)cc1 (stereo unspecified)
38) COc1ccc2c(c1)N(C)/C(=C1/SC(=NCc3ccccc3)N(c3ccccc3)C1=O)S2
39) COc1cccc(CNC(=O)Cn2cccc2)c1
40) COC(=O)CCn1nc(-c2ccc(C)cc2)c2ccccc2c1=O
Compound,36,37,38,39,40
APP 5UTR inh,4,14,-18,10,4
STAT1 act,106,110,108,103,100
TLR4 MyD88 comp,-6,-3,-9,-1,-5
NF-kB expr up,0.86,1,1.3,1.1,1.2
FLuc inh counter,-1,4,-12,-5,-7
G6PDH CS,-2,25,-39,5,13
Diaph act CS,0.9,1.1,1,1,0.9
FLuc act counter,1,1,1.1,1.1,1.1
APP 5'UTR act,-4,-14,18,-10,-4
Diaphorase inh,6,-7,-2,2,11
